# Lipid droplet: modulators of hepatic lipid droplet formation. AML12 mouse hepatocytes, oleate lipid droplets, BODIPY imaging. inhibition, % at 6.5 µM. 240,000 tested, 0.4% active. AID 1656;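 active means lipid droplet intensity inhibited by at least 50%, with more than 500 cells counted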
#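 Material – mouse AML12 hepatocyte cell line, fixed after treatment · Compound dosing – one dose, 6.5 µM compound · Times – compound with oleate, overnight · Measured by – Image-based BODIPY and DAPI two-channel analysis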
# T cell HTS: T cell immune modulation candidate; 330,000 tested, 0.068% active; AID 2052; calls only at 7 µM; 2C CD8+ T cell-vesicle binding, flow cytometry; hits give low values;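 active means response, share of CD8 T cells binding vesicles, and their 90th percentile fluorescence all below set limits, cut at about 80% in these data, passing the limit was not always enough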
#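 Also added: QL9-peptide-loaded Drosophila micro-vesicles bearing Ld, ICAM-1 and B7-1; Test system: purified 2C TCR transgenic mouse naive CD8+ T cells; Measured by: cytometric PE anti-B7-1 and Alexa647 anti-CD8 signals after 1% paraformaldehyde fixation; Timing: binding step 1.5 h, 37 °C, antibody labelling 20 min, ice.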
# Large T inhibition: TAg ATPase/helicase activity blockers – biochemical (AID 1903); SV40 large T antigen ATPase/helicase inhibition assay; higher % means a stronger effect; one-dose inhibition, % at 20 µM; IC50 in µM for titrated hits; 310,000 tested, 0.39% active; in the data active means a potency from the dose series; further: strong numbers were not always called active
# GPR55 LPI antagonism: inhibition of LPI-stimulated GPR55 beta-arrestin translocation – imaging, U2OS, beta-arrestin-GFP, LPI agonist, primary screen (AID 2013) | 290,000 tested, 0.13% active | U2OS GPR55 beta-arrestin-GFP translocation imaging, LPI antagonism; higher % means a stronger effect | one-dose inhibition, % at 10 µM; IC50 in µM for titrated hits;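 active means spots per cell inhibited over 60%, with over 100 cells counted and total cytoplasm intensity under 500,000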;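 further: U2OS cells stably carrying GPR55 and arrestin-GFP stimulated by 5 µM LPI near EC80; imaged beta-arrestin-GFP aggregate spots per cell after agonist stimulation; plate controls were LPI-stimulated DMSO wells for no effect and DMSO wells without LPI for full effect; some results filed as inactive read as strong as hits; confirmed hits need IC50 under 10 µM and bright autofluorescent wells are also inconclusive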
# GPR55 activation: GPR55 agonists via beta-arrestin recruitment, primary screen, imaging, U2OS cells, beta-arrestin-GFP redistribution (AID 1961) | U2OS GPR55 beta-arrestin-GFP redistribution imaging; higher % means a stronger effect | activation, % at 10 µM, or EC50 in µM where a hit was titrated | 290,000 tested, 0.048% active;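 active means activation above 40% with more than 50 cells counted in the well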;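 further: U2OS osteosarcoma cells stably expressing GPR55 and beta-arrestin-GFP; plate controls were DMSO negative control for no effect and LPI positive control for full effect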
# NTR1 ag: agonists of NTR1, primary screen, imaging, U2OS cells, beta-arrestin-GFP, high content (AID 493036). P30989. NTR1-U2OS beta-arrestin-GFP spot imaging, agonist mode. activation, % at 20 µM. 330,000 tested, 0.17% active;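 active means activation at or above 40% of the spot to cytoplasm intensity ratio, with at least 20 cells analyzed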;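 further: 0% = DMSO without peptide and 100% = 100 nM NTR1 peptide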
# Target sequence (P30989 whole entry, looked up): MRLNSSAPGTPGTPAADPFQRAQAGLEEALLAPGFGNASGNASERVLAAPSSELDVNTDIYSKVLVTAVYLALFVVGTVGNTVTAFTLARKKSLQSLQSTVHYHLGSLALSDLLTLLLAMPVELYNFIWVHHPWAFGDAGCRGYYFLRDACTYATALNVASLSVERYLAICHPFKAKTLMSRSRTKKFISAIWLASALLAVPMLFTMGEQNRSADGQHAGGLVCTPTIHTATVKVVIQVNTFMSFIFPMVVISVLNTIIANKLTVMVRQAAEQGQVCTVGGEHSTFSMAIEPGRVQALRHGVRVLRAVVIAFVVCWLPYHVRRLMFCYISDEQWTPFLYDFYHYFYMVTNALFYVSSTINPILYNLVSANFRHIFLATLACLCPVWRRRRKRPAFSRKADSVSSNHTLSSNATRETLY
# GPR35 antagonists: GPR35 antagonists blocking zaprinast-driven arrestin recruitment, primary screen, imaging, U2OS, beta-arrestin-GFP, zaprinast agonist (AID 2058). 290,000 tested, 0.052% active. U2OS GPR35 beta-arrestin-GFP translocation imaging, zaprinast antagonism; higher % means a stronger effect. one-dose inhibition, % at 10 µM; IC50 in µM for titrated hits;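 active means inhibition of at least 50% with at least 30 cells and total cytoplasm GFP at most 10,000,000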
# LYP phosphatase: inhibitors of LYP phosphatase, biochemical, fluorescence intensity, uHTS (AID 1779). one-dose inhibition, % at 11.5 µM; IC50 in µM for titrated hits. recombinant LYP phosphatase, fluorescence intensity; higher % means a stronger effect. 290,000 tested, 0.054% active; in the data active means inhibition above about 50%;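 further: plate controls were vehicle with enzyme for no effect and no enzyme for full effect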
# Rac1 GTP hydrolysis: MgcRacGAP GTPase-activating activity inhibitors, confirmation, biochemical, ADP Hunter fluorescence. MgcRacGAP-stimulated Rac1 GTP hydrolysis, ADP Hunter fluorescence; higher % means a stronger effect; GST-tagged Rac1 F28L mutant substrate. one-dose inhibition, % at 30 µM; IC50 in µM for titrated hits. 340,000 tested, 0.6% active;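 active means first-screen hits whose inhibition reached a set limit at any dose in the follow-up dose series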;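 further: fluorescence reports GDP produced by GAP-driven GTP hydrolysis; strong numbers were not always called active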
# Lipid droplet cells 6.5 µM: also measured in Lipid droplet; calls as there; cell count; measured here: cell count, cytotoxicity flag;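 cells counted across two imaged fields per well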
# T cell HTS vesicle-bound %: further read-out of T cell HTS, marked with its call; double positive events, %; measured here: CD8+ vesicle-bound cell fraction;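 binding gate set so that unloaded-vesicle control wells show 10% double positive cells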
# NTR1 ag cell count 20 µM: second read-out of NTR1 ag, no call of its own (marks repeat the call); cell count; measured here: cell count, cytotoxicity flag
# The depositor's hits bear a star; i = inactive; nt = no result given. An unsorted share of the library; any-hit rate near 1.8%.
1: O=C1CSC(c2ccc(F)c(F)c2)N1c1ccccc1F (stereo not given)
2: OC[C@H]1O[C@H](OC[C@H]2OC(O)[C@H](O)[C@@H](O)[C@@H]2O)[C@H](O)[C@@H](O)[C@@H]1O (stereo not given in full)
3: Cn1cc(S(=O)(=O)N2CCN(Cc3ccccc3)CC2)c(=O)n(C)c1=O
4: COc1cc(/C=N/NC(=O)COc2cc(C)cc(C)c2)ccc1OS(=O)(=O)c1ccc(C)cc1
5: Cc1cc(C)c(NC(=O)CN2CCC(NC(=O)NC3CCCCC3)CC2)c(C)c1

assay / entry	1	2	3	4	5
Lipid droplet	-8	nt	20	12	3
Lipid droplet cells 6.5 µM	813	nt	740	694	605
T cell HTS	i	i	i	i	i
T cell HTS vesicle-bound %	25	65	44	44	53
Large T inhibition	4%	22%	-1%	22%	22%
GPR55 LPI antagonism	1%	nt	14%	17%	2%
GPR55 activation	-0.1%	nt	0.3%	-0.4%	0.1%
NTR1 ag	2.0	0.3	-0.5	3.8	-0.1
NTR1 ag cell count 20 µM	31	74	65	47	63
GPR35 antagonists	-15%	nt	-19%	12%	13%
LYP phosphatase	-5%	nt	-5%	0%	-9%
Rac1 GTP hydrolysis	10%	9%	-12%	15%	nt

6: CC1CCN(C(=O)COc2coc(CN3CCc4ccccc43)cc2=O)CC1
7: COc1ccc(N2CCN(C(=O)CNC(=O)Cc3ccccc3)CC2)cc1
8: Cc1onc(C(=O)N2CCOCC2)c1[N+](=O)[O-]
9: O=c1cc(C(F)(F)F)nc(SCc2cccnc2)[nH]1
10: O=C(COC(=O)c1cccc(S(=O)(=O)Nc2ccc(F)cc2)c1)NCCN1C(=O)CSC1=O

assay / entry	6	7	8	9	10
Lipid droplet	nt	-12	11	-27	nt
Lipid droplet cells 6.5 µM	nt	848	706	741	nt
T cell HTS	i	i	i	i	i
T cell HTS vesicle-bound %	35	18	39	29	33
Large T inhibition	13%	24%	11%	14%	20%
GPR55 LPI antagonism	nt	-5%	-3%	-4%	nt
GPR55 activation	nt	0.2%	-0.4%	0.2%	nt
NTR1 ag	0.0	0.3	-0.9	1.1	-1.2
NTR1 ag cell count 20 µM	59	67	69	59	73
GPR35 antagonists	nt	-10%	-5%	4%	nt
LYP phosphatase	nt	-6%	-10%	-13%	nt
Rac1 GTP hydrolysis	4%	21%	12%	10%	6%

11: O=C(O)/C=C/C(=O)NNc1ccc([N+](=O)[O-])cc1
12: CCN(CC)S(=O)(=O)c1ccc(O)c(NC(=O)c2cc(-c3cc(OC)c(OC)c(OC)c3)nc3ccccc23)c1
13: O=C(CSc1nnc(-c2ccccc2)o1)N1CCN(c2ccccc2)CC1
14: O=C(Nc1ccc(Cc2ccncc2)cc1)c1cc(F)c(F)cc1Cl
15: Cc1ccc(S(=O)(=O)NCCSCc2ccccc2)cc1

assay / entry	11	12	13	14	15
Lipid droplet	29	0	-4	-16	-5
Lipid droplet cells 6.5 µM	725	805	492	688	703
T cell HTS	i	i	i	i	i
T cell HTS vesicle-bound %	32	22	49	12	37
Large T inhibition	27%	7%	4%	17%	-5%
GPR55 LPI antagonism	-16%	3%	-4%	0%	1%
GPR55 activation	-0.2%	-0.1%	-0.1%	-0.1%	0.4%
NTR1 ag	1.6	26	0.2	0.5	1.8
NTR1 ag cell count 20 µM	37	40	70	64	63
GPR35 antagonists	15%	6%	-7%	11%	-6%
LYP phosphatase	-4%	-3%	-5%	-11%	-8%
Rac1 GTP hydrolysis	1%	6%	8%	8%	3%

16: O=C(Nc1ccc(Br)cc1)N1CCCCC1
17: CCOC(=O)N1C2C=C(C)[C@@H]2[C@@H]2CC(=O)N21 (stereo not given in full)
18: COc1ccc(OC)c(-c2csc(NC(=O)c3ccc(F)cc3)n2)c1
19: CCNC(=O)C1(c2ccccc2)CCCC1
20: CC(C)C(=O)Nc1c(C(=O)N2CCN(c3ncccn3)CC2)oc2ccccc12

assay / entry	16	17	18	19	20
Lipid droplet	-5	0	1	-4	-8
Lipid droplet cells 6.5 µM	524	712	879	699	589
T cell HTS	i	i	i	i	i
T cell HTS vesicle-bound %	43	54	39	40	47
Large T inhibition	3%	11%	5%	-4%	7%
GPR55 LPI antagonism	-3%	-2%	-12%	4%	-4%
GPR55 activation	-0.2%	-0.1%	-0.2%	-0.4%	0.3%
NTR1 ag	-0.8	-0.1	2.6	-1.6	2.3
NTR1 ag cell count 20 µM	61	66	55	92	64
GPR35 antagonists	5%	3%	12%	-7%	-8%
LYP phosphatase	-5%	0%	-6%	-4%	-11%
Rac1 GTP hydrolysis	8%	3%	4%	2%	-2%

21: CSCC[C@H](NS(=O)(=O)c1ccc(C(C)=O)cc1)c1nnc2ccccn12
22: O=c1c(-c2ccc(Cl)cc2)coc2c(CN3CCOCC3)c(O)ccc12
23: CN(C)c1ccc(C(=O)NCCCSc2ccccc2)cc1
24: O=C(Cn1cnc2c(nnn2Cc2ccc(F)cc2)c1=O)NCc1ccccc1
25: COc1ccc(-n2c(=O)c(NC(=O)c3ccccc3)c3n(c2=S)CCCCC3)cc1

assay / entry	21	22	23	24	25
Lipid droplet	11	nt	-2	4	0
Lipid droplet cells 6.5 µM	746	nt	815	718	682
T cell HTS	i	i	i	i	i
T cell HTS vesicle-bound %	37	41	15	41	40
Large T inhibition	20%	9%	29%	21%	3%
GPR55 LPI antagonism	6%	-6%	1%	13%	14%
GPR55 activation	-0.1%	-0.2%	-0.1%	1.5%	0.1%
NTR1 ag	0.5	2.5	0.2	0.6	0.1
NTR1 ag cell count 20 µM	59	51	63	70	54
GPR35 antagonists	6%	-14%	4%	7%	2%
LYP phosphatase	-3%	-3%	3%	-7%	8%
Rac1 GTP hydrolysis	11%	-4%	12%	7%	12%

26: CCOC(=O)CC1C(=O)NCCN1S(=O)(=O)c1ccc(Cl)cc1Cl (stereo not given)
27: CC(=O)N1CCC(=NNc2nc3ccccc3s2)CC1
28: CCOC(=O)N1CCN=C1SCc1ccc(C(F)(F)F)cc1
29: CCOC(=O)c1nc(C)nc(Sc2n[nH]c(-c3cc(Cl)cc(Cl)c3)n2)c1C
30: Cc1ccc(C(=O)OCC(=O)N2CCC(c3ccccc3)=N2)c(C)c1

assay / entry	26	27	28	29	30
Lipid droplet	nt	11	5	-3	nt
Lipid droplet cells 6.5 µM	nt	696	659	672	nt
T cell HTS	i	i	i	i	i
T cell HTS vesicle-bound %	36	44	42	25	40
Large T inhibition	-11%	10%	-1%	7%	6%
GPR55 LPI antagonism	-2%	11%	4%	8%	nt
GPR55 activation	-0.1%	-0.3%	0.0%	-0.2%	nt
NTR1 ag	-0.5	3.1	1.4	1.2	7.8
NTR1 ag cell count 20 µM	65	90	53	41	69
GPR35 antagonists	9%	-12%	6%	-9%	nt
LYP phosphatase	-2%	-5%	1%	-1%	nt
Rac1 GTP hydrolysis	6%	2%	1%	10%	-1%

31: Cc1ccc(C)c(NC(=O)CCN2CCCCC2)c1
32: CC1=C(n2nnc([N+](=O)[O-])n2)C(c2cccnc2)C(C#N)=C(N)O1 (stereo not given)
33: COc1ccc(CCNC(=O)C2CCN(S(=O)(=O)c3cccc4nonc34)CC2)cc1OC
34: CC1(C(=O)NC(=S)N(Cc2ccccc2)c2ccccn2)CC1(Cl)Cl (stereo not given)
35: CCOc1ccc(C(=O)C[n+]2ccc(C(=O)NCc3ccccc3)cc2)cc1
36: Clc1ccc(CONc2ncnc3nonc23)c(Cl)c1

assay / entry	31	32	33	34	35	36
Lipid droplet	4	-2	-13	9	6	-11
Lipid droplet cells 6.5 µM	787	699	825	652	746	708
T cell HTS	i	i	i	i	i	i
T cell HTS vesicle-bound %	58	41	14	33	24	34
Large T inhibition	5%	6%	22%	4%	1%	7%
GPR55 LPI antagonism	2%	10%	0%	19%	1%	4%
GPR55 activation	-0.2%	-0.1%	-0.2%	-0.3%	-0.1%	-0.1%
NTR1 ag	-0.9	-0.7	0.5	3.3	1.6	12
NTR1 ag cell count 20 µM	65	60	45	82	46	35
GPR35 antagonists	-2%	7%	12%	8%	-14%	1%
LYP phosphatase	-13%	-2%	-1%	-10%	-8%	5%
Rac1 GTP hydrolysis	4%	0%	9%	11%	-42%	7%

# Entries from the list above that contain a Cl atom, in the order listed:
14: O=C(Nc1ccc(Cc2ccncc2)cc1)c1cc(F)c(F)cc1Cl
22: O=c1c(-c2ccc(Cl)cc2)coc2c(CN3CCOCC3)c(O)ccc12
26: CCOC(=O)CC1C(=O)NCCN1S(=O)(=O)c1ccc(Cl)cc1Cl (stereo not given)
29: CCOC(=O)c1nc(C)nc(Sc2n[nH]c(-c3cc(Cl)cc(Cl)c3)n2)c1C
34: CC1(C(=O)NC(=S)N(Cc2ccccc2)c2ccccn2)CC1(Cl)Cl (stereo not given)
36: Clc1ccc(CONc2ncnc3nonc23)c(Cl)c1

assay / entry	14	22	26	29	34	36
Lipid droplet	-16	nt	nt	-3	9	-11
Lipid droplet cells 6.5 µM	688	nt	nt	672	652	708
T cell HTS	i	i	i	i	i	i
T cell HTS vesicle-bound %	12	41	36	25	33	34
Large T inhibition	17%	9%	-11%	7%	4%	7%
GPR55 LPI antagonism	0%	-6%	-2%	8%	19%	4%
GPR55 activation	-0.1%	-0.2%	-0.1%	-0.2%	-0.3%	-0.1%
NTR1 ag	0.5	2.5	-0.5	1.2	3.3	12
NTR1 ag cell count 20 µM	64	51	65	41	82	35
GPR35 antagonists	11%	-14%	9%	-9%	8%	1%
LYP phosphatase	-11%	-3%	-2%	-1%	-10%	5%
Rac1 GTP hydrolysis	8%	-4%	6%	10%	11%	7%
